Screening results (PubChem BioAssay)
FLuc act counter: affects firefly luciferase, flagging false hits in luciferase stimulation screens; AID 1027; P08659; activation factor at 10 µM; ATPlite luciferase biochemical, luminescence, 10 min; 0 = ATP-free wells, 1 = DMSO control; 200,000 tested, under 10 active;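 active means luciferase activation factor, scaled between plate controls, of at least 2 with compound at 10 µM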
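Material: luciferase plus luciferin reagent, cell-free. Medium: PBS buffer for ATP. Also added: ATP substrate, dispensed from a 10.24 µM working solution in PBS. Doses: test compounds dosed from 2 mM stocks in 100% DMSO. Incubation: 10 min post-reagent at room temperature. Technique: light output (luminescence). Read-out basis: luminescence gain marking luciferase activators.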
G6PDH CS: L. mesenteroides G6PDH inhibition counter-screen | Purified L. mesenteroides G6PDH, diaphorase/resazurin coupled fluorescence, 45 min | inhibition, % at 5 µM | 0.12% of 200,000 active; in the data active means inhibition above about 50%
FLuc inh counter: inhibits firefly luciferase, flagging false hits in luciferase inhibition screens; ATPLite firefly luciferase biochemical luminescence, 10 min; 1.5% of 200,000 active; AID 1006; inhibition, % at 10 µM; P08659;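 active means inhibition above about 50% when tested at 10 µM, limit read from the data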
Diaphorase act: activates diaphorase or chemically reduces, flagging diaphorase assay artifacts | Diaphorase/resazurin coupled assay, resorufin fluorescence, 16 min; stronger effect = higher value; 1 = vehicle wells, 0 = NADH-free wells | activation factor at 20 µM | 0.005% of 190,000 active;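 active means diaphorase activity raised at least twofold by the compound at 20 µM; inactive means activation factor below 2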
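Material: purified diaphorase enzyme from Clostridium kluyveri; Also added: 0.114 mM NADH and 0.1 mM resazurin, final amounts; Doses: single compound dose of 20 µM, 1% DMSO final; Times: 16 min enzyme reaction, ambient temperature; Detection: resorufin fluorescence, excitation 544 nm, emission 590 nm; Measure: increased resorufin signal from activators or reducing compounds.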
NF-kB neuron act: compounds increasing NF-kB expression in human neuronal cells; NF-kB reporter expression; stronger effect = higher value; fold change at 12.5 µM; 1.6% of 190,000 active; AID 1239; in the data active means fold change above about 3.3
TLR4 MyD88 comp: blocks binding of human TLR4 to MyD88; O00206+Q99836; HeLa CL3-4 TLR4/MyD88 BLA complementation, FRET ratio; inhibition, % at 8.4 µM; 0.18% of 200,000 active; in the data active means inhibition above about 25%;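 further: 0% = vehicle and 100% = reference inhibitor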
Target sequence (O00206 whole entry, looked up): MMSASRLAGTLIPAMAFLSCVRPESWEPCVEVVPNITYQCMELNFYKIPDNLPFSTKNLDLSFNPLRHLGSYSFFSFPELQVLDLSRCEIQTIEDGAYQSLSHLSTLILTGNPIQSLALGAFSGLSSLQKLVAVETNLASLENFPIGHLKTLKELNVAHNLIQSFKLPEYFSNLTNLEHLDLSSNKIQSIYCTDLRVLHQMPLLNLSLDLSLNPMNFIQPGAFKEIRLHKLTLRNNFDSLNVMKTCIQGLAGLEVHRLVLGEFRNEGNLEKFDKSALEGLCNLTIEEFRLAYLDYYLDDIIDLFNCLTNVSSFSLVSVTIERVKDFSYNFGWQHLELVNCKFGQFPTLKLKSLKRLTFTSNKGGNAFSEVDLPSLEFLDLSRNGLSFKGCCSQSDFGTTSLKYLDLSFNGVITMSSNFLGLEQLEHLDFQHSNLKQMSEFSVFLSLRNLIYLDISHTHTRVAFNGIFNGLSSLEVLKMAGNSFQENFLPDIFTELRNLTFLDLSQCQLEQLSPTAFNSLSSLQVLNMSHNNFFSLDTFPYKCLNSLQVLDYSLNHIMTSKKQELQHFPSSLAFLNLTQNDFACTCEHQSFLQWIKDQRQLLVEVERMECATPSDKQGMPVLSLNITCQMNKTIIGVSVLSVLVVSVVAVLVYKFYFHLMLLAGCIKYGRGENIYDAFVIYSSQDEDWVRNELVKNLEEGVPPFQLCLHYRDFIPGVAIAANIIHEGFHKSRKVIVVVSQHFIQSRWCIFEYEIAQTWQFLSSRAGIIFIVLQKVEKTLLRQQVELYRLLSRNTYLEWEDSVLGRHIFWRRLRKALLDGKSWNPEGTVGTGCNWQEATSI
Target sequence (Q99836 whole entry, looked up): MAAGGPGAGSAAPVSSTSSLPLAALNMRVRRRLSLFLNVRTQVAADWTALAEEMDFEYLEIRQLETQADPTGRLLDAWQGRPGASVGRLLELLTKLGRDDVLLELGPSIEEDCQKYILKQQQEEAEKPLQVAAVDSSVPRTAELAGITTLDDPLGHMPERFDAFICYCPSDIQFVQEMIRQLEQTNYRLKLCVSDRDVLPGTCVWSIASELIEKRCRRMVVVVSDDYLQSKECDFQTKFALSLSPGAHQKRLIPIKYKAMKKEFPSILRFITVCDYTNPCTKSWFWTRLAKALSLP
APP 5UTR inh: APP translation inhibition; SH-SY5Y APP 5'UTR-luciferase reporter, luminescence; inhibition, % at 2 µM; 0.82% of 190,000 active;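 active means inhibition above a set limit, derived from the sample mean plus 3 SD, cut at about 45% in these data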; further: values of inactives mirror those of a sister screen read the other way
Diaph inh CS: diaphorase inhibition or chemical oxidation counter-screen. inhibition, % at 20 µM. diaphorase resazurin-to-resorufin fluorescence, NADH, 16 min; bacterial (C. kluyveri) enzyme, not human. AID 1217. 0.69% of 190,000 active;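 active means primary screen inhibition at 20 µM above a set limit, cut at about 50% in these data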;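 further: plate controls were DMSO with full reaction for no effect and wells lacking NADH for full effect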
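Test system: bacterial diaphorase enzyme (C. kluyveri); Quantity: 0.14 U/mL diaphorase, enzyme working solution; Times: reaction incubation of 16 min at room temperature; Measured by: fluorescence of resorufin formed from resazurin, Ex 544/Em 590 nm; Benchmarks: positive control minus NADH, DMSO neutral control.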
STAT1 activator: STAT1 signaling activation; NIH 3T3 STAT1-luciferase reporter, IFN-gamma, luminescence; 100% = IFN-gamma alone, no compound; activation (% of control), % at 5.5 µM; 2.6% of 200,000 active;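 active means activation above the screen-wide mean activation plus 3 SD, cut at about 130% in these data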;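 further: raw ratio to IFN-gamma control signal so 100% means no change and 0% no light; values of inactives mirror those of a sister screen read the other way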
APP 5'UTR act: APP 5'UTR luciferase reporter activation. SH-SY5Y APP 5'UTR luciferase reporter, luminescence; zero percent = DMSO vehicle wells. activation, % at 2 µM. 1% of 190,000 active;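 active means activation above a set limit, based on mean plus 3 SD of controls, cut at about 140% in these data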; further: values of inactives mirror those of a sister screen read the other way
* = called active by the depositor; . = no result given. An unsorted share of the library. Share with any hit: about 5.6%.

SMILES | FLuc act counter | G6PDH CS | FLuc inh counter | Diaphorase act | NF-kB neuron act | TLR4 MyD88 comp | APP 5UTR inh | Diaph inh CS | STAT1 activator | APP 5'UTR act
O=[N+]([O-])c1cccc(Nc2c3ccccc3nc3ccccc23)c1 | 1 | 18 | -1 | . | 0.95 | -20 | 0 | . | 98 | 0
CCC(C)COC(=O)c1ccc(C(=O)O)cc1 (stereo not drawn) | 1.1 | 5 | -6 | 0.8 | 1.2 | 11 | -11 | 16 | 108 | 11
COc1cc(/C=C2/NC(=O)N(CC(=O)Nc3cccc(C)c3)C2=O)ccc1OCC(N)=O | 1 | 9 | -4 | 0.9 | 1 | -24 | -14 | 5 | 96 | 14
CSc1ccc(/C=C(\NC(=O)c2ccc(C)cc2)C(=O)Nc2cccc(C)c2)cc1 | 1.1 | 1 | -6 | 0.9 | 1.3 | 3 | 8 | 7 | 95 | -8
COc1ccccc1OCC(=O)N1CCN(c2ccccc2OC)CC1 | 1 | 1 | -3 | 0.9 | 0.87 | . | . | 12 | . | .
O=C(Cn1ncc2c1-c1ccccc1OC2)N(Cc1ccco1)C1CCCCC1 | 1.1 | 9 | -8 | 0.9 | 0.97 | 0 | 8 | 14 | 102 | -8
CC(=O)N1c2ccccc2NC2=C(C(=O)CCC2)C1c1ccc(F)cc1 (stereo not drawn) | 1 | 14 | 4 | 0.9 | 1.1 | -3 | -2 | 14 | 102 | 2
O=C(NCCN1CCCCC1)Nc1ccc(F)c(Cl)c1 | 1 | 4 | -4 | 0.9 | 0.94 | -4 | -8 | 12 | 98 | 8
Cc1nc2ncnn2c(C)c1Cc1ccccc1Cl | 1 | 6 | -4 | 0.9 | 1.1 | -15 | -14 | 6 | 91 | 14
CN(C(=O)CSc1nc2cc([N+](=O)[O-])ccc2n1-c1ccc(F)cc1)C1CCS(=O)(=O)C1 (stereo not drawn) | 1.2 | -20 | -17 | 0.9 | 1.1 | 5 | -1 | 9 | 98 | 1

Arranged by molecular weight (rising): part of the list above.
SMILES | FLuc act counter | G6PDH CS | FLuc inh counter | Diaphorase act | NF-kB neuron act | TLR4 MyD88 comp | APP 5UTR inh | Diaph inh CS | STAT1 activator | APP 5'UTR act
CCC(C)COC(=O)c1ccc(C(=O)O)cc1 (stereo not drawn) | 1.1 | 5 | -6 | 0.8 | 1.2 | 11 | -11 | 16 | 108 | 11
Cc1nc2ncnn2c(C)c1Cc1ccccc1Cl | 1 | 6 | -4 | 0.9 | 1.1 | -15 | -14 | 6 | 91 | 14
O=C(NCCN1CCCCC1)Nc1ccc(F)c(Cl)c1 | 1 | 4 | -4 | 0.9 | 0.94 | -4 | -8 | 12 | 98 | 8
O=[N+]([O-])c1cccc(Nc2c3ccccc3nc3ccccc23)c1 | 1 | 18 | -1 | . | 0.95 | -20 | 0 | . | 98 | 0
CC(=O)N1c2ccccc2NC2=C(C(=O)CCC2)C1c1ccc(F)cc1 (stereo not drawn) | 1 | 14 | 4 | 0.9 | 1.1 | -3 | -2 | 14 | 102 | 2
COc1ccccc1OCC(=O)N1CCN(c2ccccc2OC)CC1 | 1 | 1 | -3 | 0.9 | 0.87 | . | . | 12 | . | .
O=C(Cn1ncc2c1-c1ccccc1OC2)N(Cc1ccco1)C1CCCCC1 | 1.1 | 9 | -8 | 0.9 | 0.97 | 0 | 8 | 14 | 102 | -8
CSc1ccc(/C=C(\NC(=O)c2ccc(C)cc2)C(=O)Nc2cccc(C)c2)cc1 | 1.1 | 1 | -6 | 0.9 | 1.3 | 3 | 8 | 7 | 95 | -8
COc1cc(/C=C2/NC(=O)N(CC(=O)Nc3cccc(C)c3)C2=O)ccc1OCC(N)=O | 1 | 9 | -4 | 0.9 | 1 | -24 | -14 | 5 | 96 | 14
CN(C(=O)CSc1nc2cc([N+](=O)[O-])ccc2n1-c1ccc(F)cc1)C1CCS(=O)(=O)C1 (stereo not drawn) | 1.2 | -20 | -17 | 0.9 | 1.1 | 5 | -1 | 9 | 98 | 1

(cont.)
SMILES | FLuc act counter | G6PDH CS | FLuc inh counter | Diaphorase act | NF-kB neuron act | TLR4 MyD88 comp | APP 5UTR inh | Diaph inh CS | STAT1 activator | APP 5'UTR act
Cc1cc2c(cc1C)NC(c1nc3ccccc3[nH]1)C1=C(CC(C)(C)CC1=O)N2 (stereo not drawn) | 1 | 1 | -5 | 0.9 | 1.1 | -9 | -29 | 6 | 110 | 29
CCC(=O)N1CCN(CCN=CC2=C(O)CC(c3cccs3)CC2=O)CC1 (stereo not drawn) | 1 | 0 | -4 | 0.9 | 1.1 | 6 | -1 | 9 | 105 | 1
C/C(CC(=O)Nc1cccc2c1CCCC2)=N\NC(=O)COc1ccccc1 | 1 | 14 | 2 | 0.8 | 1.1 | -6 | -9 | 15 | 104 | 9
CCOC(=O)COc1ccc(C)cc1-c1ccno1 | 1 | 2 | -1 | 0.9 | 1.1 | 12 | 0 | 5 | 102 | 0
COc1ccccc1-c1csc(NC(=O)c2ccc(N3C(=O)CCC3=O)cc2)n1 | 1 | -4 | 2 | 0.9 | 1 | 4 | 0 | 10 | 98 | 0
CCOC(=O)CN1C(=O)CN(c2ccc(C)c(C)c2)C1=O | 1.2 | 0 | -20 | 0.9 | 1.1 | 9 | 0 | 10 | 110 | 0
CCC(C)C(=O)Nc1nc(C)c(-c2csc(Nc3ccc(Cl)cc3)n2)s1 (stereo not drawn) | 1.1 | 1 | -8 | 0.8 | 0.95 | 6 | -12 | 17 | 91 | 13
COc1ccc(C2C3=C(CC(C)(C)CC3=O)OC(N)=C2[N+](=O)[O-])cc1 (stereo not drawn) | 1.1 | 1 | -8 | 0.9 | 1.1 | -13 | 6 | 11 | 105 | -6
Cc1c(-n2cc(C(=O)c3cc(Br)ccc3O)cc(C#N)c2=O)c(=O)n(-c2ccccc2)n1C | 1 | 1 | -4 | 0.9 | 0.93 | -3 | . | 12 | 104 | .
CN(C)c1cc(NC(=O)CN2CCOCC2)c2ccccc2n1 | . | . | . | . | . | 4 | -9 | . | 104 | 9
CCn1c(COc2cc(C)cc(C)c2)nnc1SCC(=O)N1CCN(c2ccccc2)CC1 | 1.1 | 0 | -8 | 0.8 | 0.95 | -2 | 8 | 15 | 100 | -8
COc1ccc(-c2nc(-c3cccc([N+](=O)[O-])c3O)cc(=O)o2)cc1OC | 1 | -37 | -4 | 1 | 1.1 | -4 | -5 | -3 | 92 | 5
CN1CCN(CC(=O)Nc2ccc(Cl)cc2Cl)CC1 | 1.1 | -13 | -7 | 0.9 | 1.1 | -5 | 12 | 8 | 101 | -12
CC(C)Cn1c(N)c(C(=O)COC(=O)C2CCCCC2)c(=O)n(C)c1=O | 1 | 8 | 0 | 1 | 0.87 | -4 | 10 | -1 | 92 | -10
CN(C)S(=O)(=O)c1ccc(C(=O)Nc2ccccc2C(=O)O)cc1 | 0.8 | 5 | 16 | 1 | 0.93 | 9 | -9 | 2 | 96 | 9
CCOc1ccccc1CN1CCN(C/C=C/c2ccc(OC)cc2)CC1CCO (stereo not drawn) | 1 | 14 | -4 | 1.2 | 0.96 | -1 | 15 | -17 | 98 | -15
CCOC(=O)c1cn(CC(=O)Nc2cccc(Cl)c2)nn1 | 0.9 | -1 | 6 | 1.2 | 1.1 | 7 | -3 | -18 | 99 | 3
CC(=O)c1ccccc1OCC(O)CN1CCN(CCN2C(=O)c3cccc4cccc(c34)C2=O)CC1 (stereo not drawn) | 1 | 7 | -3 | 0.9 | . | 5 | 6 | 10 | 104 | -6
OC1(Cc2ccn[nH]2)CCCCC1 | 1.1 | 1 | -9 | 0.9 | 0.83 | -2 | 5 | 13 | 106 | -5
CCn1c(SCC(=O)N2CCCC2)nc2c(c1=O)SC(C)C2 (stereo not drawn) | 1.1 | -11 | -7 | 0.9 | 1.1 | 5 | -14 | 7 | 97 | 14
Cc1cc2ccccc2n2c(SCC(=O)N3CCOCC3)nnc12 | 1.1 | 4 | -5 | 0.8 | 1.3 | -10 | -17 | 20 | 114 | 17
COc1ccc(NC(=O)c2cccc(-n3cnnn3)c2)cc1 | 1 | -8 | -1 | 0.8 | 1.1 | 11 | -26 | 18 | 101 | 26
CCOC(=O)C1=C(C)NC(C)=C(C(=O)OCC)C1c1cn(-c2ccccc2)nc1-c1ccco1 | 1 | 4 | -4 | 0.9 | 1.3 | -14 | -6 | 6 | 101 | 6
Cc1ccc(NC(=S)NNC(=O)Cn2nc([N+](=O)[O-])cc2C)cc1 | 1 | 2 | -2 | 0.9 | 1.1 | 6 | -8 | 15 | 92 | 8
CCOC(=O)CSc1cc(=O)n(CC)c2ccccc12 | 1.1 | 1 | -6 | 0.9 | 1.3 | 7 | 1 | 11 | 104 | -1
Cc1ccc(NC(=S)NCc2ccc(S(N)(=O)=O)cc2)cc1Cl | 1 | 2 | -2 | 0.8 | 0.97 | -6 | -3 | 15 | 96 | 3
CCOc1ccc(NC(=O)Cn2nnc3c(cnn3-c3ccc(F)cc3)c2=O)cc1 | 1.1 | 3 | -10 | 0.9 | 1 | 1 | 21 | 7 | 104 | -21
Cc1cc(NC(=O)CSc2ncnc3c2cnn3-c2ccccc2)no1 | 1 | 0 | -2 | 1.1 | 1.1 | 1 | -3 | -15 | 102 | 3
COc1cccc(NC(=O)CSc2nnc(-c3cccc(OC(C)C)c3)n2N)c1 | 1.1 | 3 | -6 | 1 | 0.92 | 2 | -25 | 1 | 105 | 25
COc1ccc(CCNC(=O)c2cnn3c(C(F)F)cc(C)nc23)cc1OC | 1.1 | 5 | -7 | 0.2 | 0.98 | -10 | 3 | 78* | 98 | -3
COc1ccc(N=Nc2nc(-c3ccccc3)c(-c3ccccc3)[nH]2)cc1 | 1 | -22 | 0 | 0.8 | 0.77 | 8 | 9 | 18 | 93 | -9
Cc1cc(C(F)(F)F)n2[nH]c(=O)c(N=Nc3ccccc3)c2n1 | 1 | -2 | -2 | 0.9 | 1.3 | 4 | -6 | 9 | 96 | 6
O=C(CSC1=NC(=O)C(Cc2ccccc2)C(=O)N1)Nc1ncccn1 (stereo not drawn) | 1.1 | 9 | -9 | 0.7 | 0.93 | 4 | -6 | 27 | 106 | 7
COc1ccc(CNC(=O)C/C(C)=N/NC(=O)COc2ccc(C)cc2Br)cc1 | 1 | -3 | -1 | 1 | 1.1 | 2 | 8 | 2 | 99 | -8
CCCNC(=S)NNC(=O)c1cccs1 | 1 | 3 | -5 | 0.9 | 1 | -6 | -10 | 15 | 103 | 10
COc1ccc(S(=O)(=O)N2CCC(C(=O)N3CCOCC3)CC2)cc1OC | 1.1 | 5 | -6 | 0.9 | 0.98 | -1 | 2 | 11 | 102 | -2
CCN1C(=O)CC(N2CCC(Nc3ccc(F)cc3)CC2)C1=O (stereo not drawn) | 1.1 | 2 | -11 | 0.8 | 1.2 | 11 | -10 | 16 | 94 | 10
Nc1cc(=O)[nH]c(SCCOc2ccccc2)n1 | 1.1 | 14 | -6 | 1 | 1.1 | 12 | 21 | 3 | 98 | -21
